Screening data (PubChem)
Shn3 inh set2 = reduction of Shn3 3'UTR firefly luciferase signal, primary screen, Schnurri-3 inhibitor project, cell-based, Clone20 osteoblasts, set 2. Clone20 osteoblast Shn3 3'UTR firefly luciferase, 24 h. inhibition, % at 12.5 µM. AID 588674, 2011. hit rate 0.52% among 360,000;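 active means mean inhibition of at least 75% with every replicate also reaching 75%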;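 further: 0% = median of neutral control wells and 100% = pilot-screen positive control compound; some compounds past the cut are filed as inactive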
C8 TRAIL sens = viability loss with TRAIL in NB7+C8 cells, primary screen, TRAIL sensitizer project, cell-based, ATPlite luminescence; AID 624354, 2012; hit rate 1% among 360,000; inhibition (viability loss, TRAIL sensitization), % at 10 µM;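 active means compounds causing at least 50% loss of cell viability in the single-dose screen, relative to plate controls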
NCOA3 inh = SRC3 coactivator transcriptional activity inhibitors, primary screen, cell-based, luminescence; Nuclear receptor coactivator 3 (Homo sapiens), Q9Y6Q9; HEK293 GAL4-SRC3 luciferase reporter; inhibition, % at 3.6 µM; hit rate 0.17% among 360,000;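 active means inhibition above a per-campaign cutoff, the mean of all compounds plus 3 SD, cut at about 60% in these data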;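 further: 0% = DMSO-treated cells and 100% = gossypol-treated cells at 36 µM; higher means less SRC3-driven luciferase light from the GAL4 reporter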
CF NFkB inh = inhibitors of PAF-induced NF-kB signaling, primary screen, cell-based, GFP fluorescence, uHTS. KKLEB NF-kB-GFP reporter, GFP fluorescence overnight. inhibition, % at 5 µM. hit rate 0.86% among 360,000;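 active means at least 50% inhibition at 5 µM, scaled per plate between neutral and stimulator controls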;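 further: PAF is a Pseudomonas aeruginosa culture filtrate used as stimulus; plate controls were PAF-stimulated DMSO wells for no effect and unstimulated DMSO wells for full effect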
NR5A2 inv ag = LRH-1 (NR5A2) inverse agonists, primary screen, cell-based, luminescence, HEK293T, StAR-luciferase reporter | hit rate 0.13% among 360,000 | inhibition, % at 3.6 µM | LRH-1 transfected, 24 h | AID 602396, 2012;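 active means inhibition above the mean inhibition of all tested compounds plus 3 SD, cut at about 73% in these data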;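 further: 0% = DMSO wells and 100% = reporter-only cells lacking LRH-1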
SRC1 inh = SRC1 coactivator transcriptional activity inhibitors, primary screen, cell-based, luminescence; inhibition, % at 3.6 µM; Nuclear receptor coactivator 1 (Homo sapiens), Q15788; hit rate 0.12% among 360,000; HEK293 GAL4-SRC1 luciferase reporter;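 active means inhibition above the campaign mean plus 3 SD, with each screening campaign given its own cutoff, cut at about 60% in these data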;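 further: 0% = DMSO treated cells and 100% = gossypol at 36 µM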
TROY signal inh = inhibitors of TROY-driven NF-kB signaling, primary screen, Q293 LMP1-TROYcd cells, NF-kB luciferase, uHTS | hit rate 0.98% among 360,000 | Q293 LMP1-TROYcd NF-kB luciferase reporter, 4 h | inhibition, % at 10 µM;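 active means compounds whose plate-normalised and pattern-corrected inhibition of the luciferase reporter signal at the single screening dose is 50% or more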
EBV LMP1 NFkB = EBV LMP1-driven NF-kappaB luciferase reporter inhibitors, primary screen, cell-based, luminescence, single point | inhibition, % at 12.5 µM | AID 504558, 2011 | hit rate 0.69% among 350,000 | LMP1-induced NF-kappaB luciferase reporter cells; in the data active means inhibition above about 41%;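 further: 0% = neutral control wells and 100% = reference inhibitor control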
KKLEB cytotox = cytotoxicity in KKLEB CF airway cells, primary screen, cytotoxicity control for CF NF-kB inhibitor project, cell-based, uHTS, fluorescence assay plates. KKLEB CF airway cells viability, ATPlite luminescence, overnight; active compounds read low; cells stimulated with P. aeruginosa culture filtrate. AID 602141, 2011. hit rate 0.36% among 360,000. activity change (cytotoxicity), % at 5 µM;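 active means corrected activity change at or below -50% at 5 µM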
NR2F2 inh = NR2F2 transcriptional activity inhibitors, primary screen, cell-based, luciferase reporter, HEK293T, luminescence | inhibition, % at 8.6 µM | hit rate 0.7% among 370,000 | COUP transcription factor 2 (Homo sapiens), P24468 | HEK293T NGFI-A luciferase reporter;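 active means inhibition above a per-plate cutoff, mean inhibition of test wells between control levels plus 3 SD, cut at about 38% in these data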;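 further: cells cotransfected with COUP-TFII expression vector driving the NGFI-A reporter; 0% = median of COUP-TF2 test wells and 100% = reporter-only cells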
TWEAK Fn14 block = inhibitors of TWEAK-Fn14 signaling, primary screen, luciferase reporter cells, uHTS; TWEAK-stimulated Fn14 reporter cells, luciferase luminescence, 8 h; inhibition, % at 10 µM; hit rate 2% among 360,000; in the data active means inhibition above about 50%
* marks the source's active call; other numbers are inactive results; . = no result given. This is a subset, so the mix of outcomes need not match the whole.

The line under a structure holds: Shn3 inh set2	C8 TRAIL sens	NCOA3 inh	CF NFkB inh	NR5A2 inv ag	SRC1 inh	TROY signal inh	EBV LMP1 NFkB	KKLEB cytotox	NR2F2 inh	TWEAK Fn14 block
- COc1ccc(OCC(=O)N/N=C/c2cccn2-c2cccc(C(=O)O)c2)cc1
 : -6	16	-33	-7	2	5	-19	8	24	-2	1
- CCCNC(=O)[C@H]1N2C(=O)c3c(ccc(OC)c3OC)C2SC1(C)C (stereo partly drawn)
 : -20	1	1	-17	-4	13	-1	-2	2	1	-16
- COc1ccc(NC(=O)CCC(=O)N/N=C/c2ccc([N+](=O)[O-])s2)cc1
 : -8	37	-2	6	27	5	-21	1	-6	4	27
- O=C(NCc1cccnc1)C1CCN(c2ccc(S(=O)(=O)N3CCOCC3)cc2Cl)CC1
 : 36	23	17	9	-7	-7	-5	1	-4	-17	2
- Cc1ccsc1/C=N/NC(=O)c1cccc(S(=O)(=O)Nc2ccccc2Cl)c1
 : 11	-7	12	10	8	11	-7	0	-15	10	19
- CSc1nsc(SC)c1NC(=O)Nc1ccccc1C
 : -18	1	-3	-14	-6	1	3	7	0	-19	10
- COc1ccc(C(=O)NCCc2c[nH]c3ccccc23)cc1S(=O)(=O)N1CCOCC1
 : 5	-10	9	-3	26	-32	3	-11	-7	0	-4
- CC(=O)NCCSC(=O)c1ccc(F)cc1
 : -12	1	-6	-1	3	-21	-8	-6	-3	-10	-4
- COc1cc(OC)cc(C(=O)NCC(=O)OCc2nc3ccccc3s2)c1
 : -64	15	-95	-18	-88	-113	9	-2	19	-35	4
- O=C(O)c1ccc(NS(=O)(=O)c2cc(Cl)ccc2Cl)cc1
 : -14	3	2	6	-2	12	8	0	-4	-9	-12
- CSc1ccccc1NC(=O)c1ccc(Br)o1
 : -20	-1	-39	-10	-60	-33	-58	-15	6	-19	-12
- O=C(COc1ccc(Cl)cc1Cl)NCc1ccncc1
 : -5	-4	11	-1	5	-21	9	0	-21	2	15
- CCCOC(=O)c1ccc(NC(=O)c2ccc(Br)o2)cc1
 : -21	20	-27	-15	-36	-20	-8	-4	4	-21	-15
- NC(=O)c1csc(-c2ccncc2)n1
 : 2	-10	16	2	7	8	-15	-6	4	-2	-8
- CC(C)(CNC(=S)NCCc1ccccc1)CNC(=S)NCCc1ccccc1
 : 14	7	8	3	-10	-28	38	-16	-14	11	56*
- Cc1ccc(S(=O)(=O)N2CCCN(C(=O)OC(C)(C)C)CC2)cc1
 : 4	13	17	-7	-9	-12	-9	-3	-14	14	-17
- Cc1ccc(C)c(S(=O)(=O)Nc2ccc3sc(C)nc3c2)c1
 : 20	6	19	10	0	-1	25	5	-4	-4	22
- COc1ccc2nc(NC(=O)CN3C(=O)NC4(CCCCC4)C3=O)sc2c1
 : -12	-1	-3	9	11	-2	-25	-2	-9	7	5
- CCOc1ccc(S(=O)(=O)N2CCOCC2)c2ccccc12
 : -3	1	-11	10	1	9	0	2	-15	8	-2
- COc1ccc(-c2nnc(-c3cccnc3)o2)cc1
 : -13	4	-29	6	-77	-72	-55	-14	-1	-40	-15
- CC1(C)Cc2c(C#N)c(NC3CCCCC3)nc(-c3ccco3)c2CO1
 : -42	2	-8	11	8	4	-19	-8	-12	.	11
- N#CC(=C(O)COC(=O)CCCNC(=O)c1ccc(Cl)cc1)c1nc2ccccc2[nH]1
 : -28	-5	-26	-25	-27	-10	-21	-11	13	7	2
- CCOc1ccccc1CNn1nnnc1N
 : 2	3	4	2	6	-7	-13	-7	-2	-3	-12
- CCOC1=C2[C@@H](CN(S(=O)(=O)c3ccc(C)cc3)[C@H]2c2ccc(CC)cc2)[C@H]2C(=O)N(C)C(=O)[C@H]2C1
 : -17	1	-6	17	11	2	9	.	-15	-1	11
- COc1cc(C)c(CN2CCN(S(=O)(=O)c3ccc(Cl)s3)CC2)cc1OC
 : 14	8	-10	0	-3	-14	9	5	15	-7	1
- CC(c1ccccc1)N1C(=O)c2ccc(C(=O)Nc3ccccc3C(=O)O)cc2C1=O (stereo not drawn)
 : -2	-1	18	15	5	-33	28	1	-28	25	45
- Cc1ccc(NC(=O)CSc2nnc(C3CC3)n2CC2CCCO2)cc1C (stereo not drawn)
 : -10	-2	4	0	5	-1	-5	7	1	20	8
- CC(CNC(=O)CN1C(=O)NC2(CCCCC2)C1=O)c1ccccc1 (stereo not drawn)
 : -7	-19	5	-9	-30	-10	10	0	10	18	-12
- COc1ccc(-c2ccc(OC)cc2)cc1
 : -111	18	-9	-11	-17	-43	-77	2	5	-9	-21
- Cc1c(N2C(=O)CS/C2=N\N=C\c2ccccc2O)c(=O)n(-c2ccccc2)n1C
 : -47	-8	-16	14	11	-5	5	-12	-1	-15	-10
- COc1cccc2cc(C(=O)C3=C(O)C(=O)N(CCN4CCOCC4)C3c3ccc(C)o3)oc12 (stereo not drawn)
 : -7	-7	-1	-10	3	7	2	3	-2	-5	-6
- O=C(CCN1CCOCC1)Nc1cc(C(=O)Nc2ccc(Cl)cc2)ccc1N1CC2CC(C1)c1cccc(=O)n1C2 (stereo not drawn)
 : 0	7	-7	-25	8	-12	-7	5	23	-11	-24
- Cc1ccc(NC(=O)/C(=C/c2ccc([N+](=O)[O-])cc2)NC(=O)c2ccccc2)cc1
 : 18	14	11	-17	6	12	8	-10	-9	-4	3
- O=C(NCc1ccc(Cl)c(Cl)c1)c1cc(C2CCCCN2C(=O)CCc2ccccc2)on1 (stereo not drawn)
 : 9	-3	2	-11	2	1	5	.	0	8	30
- Cc1nn(-c2cccc(C(=O)O)c2)c(C)c1Oc1ccccc1O
 : -17	0	-19	-6	-3	-13	-18	0	11	12	16
- CN(C)S(=O)(=O)c1cccc(NC(=O)CC23CC4CC(CC(C4)C2)C3)c1
 : -1	-20	-2	-5	4	0	22	-2	15	8	15
- OCCNc1nnc(-c2ccccc2)c(-c2ccccc2)n1
 : 4	-18	15	-5	3	5	6	0	4	1	4
- O=C(NCCN1CCOCC1)c1cc2ccccc2o1
 : 18	-14	-2	-1	0	-6	-5	-27	8	-10	-2
- Cc1onc(-c2ccccc2)c1C(=O)N1CCC(C)(C(=O)NS(=O)(=O)C2CC2)C1 (stereo not drawn)
 : -14	-6	-8	-2	-4	4	-17	.	12	-11	8
- Cc1cccc(CN2CCN(C(=S)Nc3ccccc3)CC2)c1
 : 21	-7	8	4	6	-37	2	11	-13	17	3
- CCOc1cccc(-c2nnc3n2N=C(c2cc(OC)ccc2OC)CS3)c1
 : 57	30	-5	7	10	-2	-32	8	1	-7	-11
- Cc1ccc2cc(C(c3nnnn3Cc3ccccc3)N3CCc4ccccc43)c(=O)[nH]c2c1 (stereo not drawn)
 : -3	-13	-15	0	-7	-6	-8	-6	4	1	-7
- CCC(Oc1cc(Cl)ccc1Cl)C(=O)NNC(=O)CCC(=O)O (stereo not drawn)
 : -1	-12	19	-6	7	3	7	-1	-7	9	11
- O=C(Nc1ccc(Br)cc1)C1C2C=CC3(O2)C1C(=O)N(CCN1CCOCC1)C3C(=O)NC1CCCCC1 (stereo not drawn)
 : 2	14	-10	-5	-5	-1	-2	1	-4	12	10
- O=c1oc2ccccc2cc1-c1ccc(O)cc1O
 : -8	-12	-25	-1	-28	-25	-37	-7	2	-15	-9
- COCCNC(=S)N/N=C(\C)c1cccc(C(F)(F)F)c1
 : 17	-3	7	8	-1	-4	6	8	-1	-8	-12
- CCOc1ccc2nc(N(CCCN(C)C)C(=O)c3ccc4c(c3)CCCC4)sc2c1
 : 1	23	23	7	-2	6	-58	2	-14	-5	-11
- O=C(NC1CCSc2ccccc21)c1ccc(Cl)c(S(=O)(=O)N2CCOCC2)c1 (stereo not drawn)
 : -6	13	5	2	2	-16	6	0	-2	-1	-9
- CCOc1ccc(Oc2cc(C)nc(SC)n2)nn1
 : 16	1	7	-4	10	2	1	16	5	-20	-14
- CN(C)S(=O)(=O)c1cccc(COc2ccccc2C(=O)Nc2ccccc2)c1
 : 10	-4	-3	10	13	-1	5	10	-32	4	12
- CCCc1cc2c(=O)c(-c3cscn3)c(C(=O)OCC)oc2cc1O
 : -21	6	-5	0	-24	5	-25	1	18	5	-15
- C[C@H](CO)N1C[C@H](C)[C@@H](CN(C)S(=O)(=O)c2ccc(F)cc2)Oc2ccc(NC(=O)CCC(F)(F)F)cc2C1=O
 : -23	-7	13	7	-1	-20	-8	-2	6	1	-23
- C=CCNc1oc(/C=C/c2ccccc2)nc1C#N
 : -1	12	-69	-6	-142	-96	-52	-52	4	-71	-13
- O=C(/N=C1/c2ccccc2CN1c1ccccc1)Nc1ccccc1
 : -9	3	3	18	2	-11	-13	0	1	12	-9
- COc1ccc(C(=O)Cn2nc(CNc3ccc(Br)cc3)[n+]3c2CCCCC3)cc1
 : -36	4	33	16	19	12	31	-6	-12	0	16
- O=C(NCc1ccco1)C1CCC(N2C(=O)C3C4CCC(C4)C3C2=O)CC1 (stereo not drawn)
 : -6	5	13	-3	-13	-84	13	-4	8	-1	-14
- COC(=O)c1c(NC(=O)C2CC2)sc(C(=O)Nc2ccccc2)c1C
 : -34	41	-30	-14	-103	-34	-21	-14	7	-20	-49
- COc1ccccc1C(O)P(=O)(OC1CCCCC1)OC1CCCCC1 (stereo not drawn)
 : -14	-16	6	25	14	-37	-4	5	-17	18	-13
- Cc1ccc(-c2nc3ncccc3o2)cc1NC(=O)C(C)(C)C
 : -1	8	-24	-7	-1	7	-4	-6	2	13	-7
- CC(C)OC(=O)/C(=C/c1cccnc1)NC(=O)c1ccccc1
 : -7	3	23	2	2	4	-38	-14	0	-19	31

(listing goes on)
The line under a structure holds: Shn3 inh set2	C8 TRAIL sens	NCOA3 inh	CF NFkB inh	NR5A2 inv ag	SRC1 inh	TROY signal inh	EBV LMP1 NFkB	KKLEB cytotox	NR2F2 inh	TWEAK Fn14 block
- CCS(=O)(=O)n1nc(-c2ccccc2)nc1SCc1ccccc1
 : -131	8	-55	4	-85	-46	-31	-18	1	-31	-15
- COc1ccc([C@H]2C[C@H](O)[C@@H](n3cc(C4CC4)nn3)CN2Cc2cccs2)cc1
 : -30	16	9	-16	4	9	-19	2	12	-20	-17
- Cc1cc(N2CCOCC2)c2c(N)cc(C)c(C)c2n1
 : -6	-10	12	-4	-7	-18	11	-4	-7	0	20
- O=C(NCc1ccco1)c1cc(-c2ccc(F)cc2)on1
 : -7	4	-67	9	-52	-85	-30	3	6	-7	-34
- COc1cc(NC(=O)c2ccco2)ccc1NC(=O)c1ccccc1Cl
 : -9	1	-9	-17	-33	3	-1	3	-11	-2	10
